High-throughput results as filed in PubChem BioAssay.
All columns: NCI-60 one-dose screen, growth in % after 48 h at 10 µM unless noted; 100 = growth as untreated, 0 = no growth, -100 = all killed.
UACC-62 – UACC-62 melanoma; 81,000 tested, 5.4% active; AID 1794756
UACC-257 – UACC-257 melanoma | 78,000 tested, 4.4% active
SK-MEL-28 – SK-MEL-28 melanoma. 81,000 tested, 4.1% active
MDA-MB-435 – MDA-MB-435 melanoma; AID 1794794; 82,000 tested, 7.8% active
SK-MEL-2 – SK-MEL-2 melanoma. AID 1794763. 77,000 tested, 4.7% active
MALME-3M – MALME-3M melanoma; 78,000 tested, 5.8% active
LOX IMVI – LOX IMVI melanoma. 79,000 tested, 7.4% active. AID 1794757
SK-MEL-5 – SK-MEL-5 melanoma | AID 1794755 | 80,000 tested, 6.4% active
* = called active by the depositor; / = not tested or not shown; & = joins results of further samples. How the source made its calls: active means growth percent below 10; inactive means the rest.

SMILES	UACC-62	UACC-257	SK-MEL-28	MDA-MB-435	SK-MEL-2	MALME-3M	LOX IMVI	SK-MEL-5
CCOC(=O)/C(C#N)=C\Nc1ccc2ncnc(Nc3ccc(Cl)cc3)c2c1	102.9	108.0	104.6	70.5	105.3	141.9	87.5	72.0
O=C1N(Cc2ccccc2)c2ccccc2[C@@]1(O)c1cc2c(cc1O)OCO2	97.2	/	118.5	108.6	103.6	116.7	98.2	105.3
CC(=O)c1ccco1	102.2	/	112.2	109.6	/	91.7	103.8	112.1
CN(C)Cc1ccc(NC(=O)c2cncc(C#Cc3cnc(N)c4ncccc34)c2)cc1F	94.2	88.7	-48.2*	-89.3*	88.6	65.6	-65.0*	77.3
CCOC(=O)C/C(C)=N\NC(N)=S	91.6	/	98.6	92.4	105.3	91.0	96.0	96.8
Nc1cnc2ccccc2c1	94.3	143.2	119.9	119.2	/	128.6	96.7	106.5
CC(=O)N1N=C(c2ccccc2)CC1c1ccc2c(c1)OCO2 (configuration not stated)	92.6	109.2	108.6	/	92.3	/	92.7	87.1
C(=NCCN=Cc1ccccc1)c1ccccc1	106.2	101.6	106.8	110.8	106.6	94.5	101.2	98.9
N#Cc1ccc(-c2ccc(-c3cccs3)s2)nc1	92.8	/	99.8	104.5	92.4	94.8	92.6	95.1
Clc1csc2ccccc12	/	/	105.0	119.9	112.3	111.5	103.0	111.7
Oc1cccc2ccc(-c3nnc(SCc4ccc(O)c5ncccc45)o3)nc12	9.4*	0.0*	35.2	12.0	8.2*	-3.3*	8.8*	-63.7*
CN(CCCN(C)CCC1CCCCC1)CCC1CCCCC1	/	-66.3*	-84.9*	-26.1*	74.8	-74.7*	-4.4*	-100.0*
OCCNCc1ccccc1	97.7	71.3	113.9	93.4	95.4	91.7	102.5	95.0
CCOC(=O)Oc1ccc(Cl)cc1Cl	99.8	109.4	102.2	104.4	93.9	107.6	100.2	105.9
CC(=O)c1ccc2c3ccccc3n(C(C)=O)c2c1	84.6	79.9	133.8	108.9	97.9	155.9	101.5	92.5
CSc1nc2[nH]c(N)nc(=S)c2[nH]1	109.0	90.8	111.9	104.5	84.3	116.5	96.5	98.3
CCOC(=O)C(=O)NCCc1ccc(OC)c(OC)c1	100.8	112.7	109.5	115.2	103.6	108.8	98.2	/
COc1ccc(Nc2ncnc3c2cnn3-c2cccc(Br)c2)cc1	83.0	96.2	107.7	93.9	103.4	90.8	93.3	95.7
N#Cc1ccc([C@H]2c3[nH]c4ccccc4c3C[C@H]3C(=O)N(CCCCCCC(=O)NO)CC(=O)N23)cc1	100.5	98.7	108.2	112.8	112.8	100.1	98.1	101.6
CN(C)C(=S)Sc1nc2ccccc2s1	63.5	67.3	102.9	75.2	46.6	21.9	52.2	56.7

Just SK-MEL-28 (two entries from above):
canonical_smiles | SK-MEL-28
CN(CCCN(C)CCC1CCCCC1)CCC1CCCCC1 | -84.9*
OCCNCc1ccccc1 | 113.9

Next records follow:
SMILES	UACC-62	UACC-257	SK-MEL-28	MDA-MB-435	SK-MEL-2	MALME-3M	LOX IMVI	SK-MEL-5
CCOC(=O)c1ncc(-c2ccc(C(F)(F)F)cc2)c(NCCCC(F)(F)C(F)(F)C(F)(F)C(F)(F)C(F)(F)C(F)(F)C(F)(F)C(F)(F)F)n1	103.9	97.5	99.0	105.7	/	96.4	97.6	101.0
COc1ccc2ccc3ccc(OC)c(OC(C)=O)c3c2c1	83.1	97.0	113.4	96.5	/	/	91.0	91.5
COc1cc(-c2cnc3nonc3n2)c(OC)c2c1OCO2	106.1	93.6	111.3	110.8	98.1	91.5	/	96.2
Cc1ccc(Cn2c(-c3cccc(NS(C)(=O)=O)c3)nc3ccccc32)cc1	83.2&73.3	106.9&83.2	106.1&106.3	101.1&103.0	88.3&92.2	104.1&92.2	94.3&90.5	96.6&87.2
C/C=C/[C@H](O)[C@H](O)/C=C/c1cccc(OC)c1CO	105.4	/	105.0	123.1	90.7	93.1	100.2	100.3
Cn1c(=O)c2[nH]c(/N=N/SCCO)nc2n(C)c1=O	101.1	102.9	103.0	100.4	95.4	103.7	95.0	94.6
CC(C)(C)C(S)CS (configuration not stated)	109.5	90.5	104.3	98.3	/	102.4	100.3	98.7
Cc1ccc(NC(=O)c2ccc(Nc3ncnc4c3cnn4-c3cccc(F)c3)cc2)cc1	90.7	98.0	105.6	100.3	104.4	101.4	92.8	99.8
CC1=Nc2ccccc2N=C(C)C1	91.6	101.8	119.1	111.2	120.7	103.3	105.1	105.0
COc1ccc(/C=C2\Oc3cc(OCCCN4CCCC4)ccc3C2=O)cc1OC	93.4	108.8	108.7	97.9	100.9	90.8	88.5	/
C=C(C)[C@@H]1CC=C2c3sc(Nc4ccccc4C(F)(F)F)nc3C[C@@H](C)[C@]2(C)C1	76.3	95.6	100.7	98.7	92.5	99.3	91.8	93.2
COC(=O)C1(C)CCCC2(C)C1CCC13OCC(CC21)C(O)(C(C)C)C3O (configuration not stated)	115.4	99.9	109.6	105.5	118.6	103.2	99.7	100.1
CC[C@H](Nc1ncnc(N)c1C(N)=O)c1nc2cccc(NCc3ccc(C(=O)NO)cc3)c2c(=O)n1-c1ccccc1	63.3	63.4	69.2	81.8	82.8	67.2	103.2	87.9
O=C(O)c1ccc(-c2nn(-c3ccc(C(=O)O)cc3)cc2CNc2ccc(Br)cc2)cc1	97.6	100.8	102.6	106.5	94.4	106.4	101.7	103.1
CC1=Nc2ccc([N+](=O)[O-])cc2N=C(C)C1	93.9	/	104.1	100.5	98.1	99.7	97.0	104.6
CC(=O)c1sc(/N=C2\NC(=O)/C(=C/c3cn(Cc4ccccc4)c4ccccc34)S2)nc1C	102.6	104.0	111.7	112.5	92.5	101.0	102.3	103.7
Cc1cc(C)c(SSc2nnnn2-c2ccccc2)c(C)c1	106.1	102.2	107.4	105.0	109.2	102.0	100.2	103.0
CCCCN1CCN(c2ccc3nc(-c4ccc5nc(-c6cc(OC)ccc6OC)[nH]c5c4)[nH]c3c2)CC1	108.6	103.6	104.0	101.0	111.2	119.3	96.5	94.7
COc1ccc(CC(=O)Nc2nn3c(-c4cc(C(F)(F)F)cc(C(F)(F)F)c4)nnc3s2)cc1	28.6	58.2	84.5	57.1	/	80.9	52.3	2.8*
CCOC(=O)/C(=C(/C)NCC(C)C)c1cc(O)c(O)c2c(C)cc(=O)[nH]c12	66.8	83.5	71.0	60.9	69.1	53.8	38.1	43.2

Looked up one by one from the list above:
SMILES	UACC-62	UACC-257	SK-MEL-28	MDA-MB-435	SK-MEL-2	MALME-3M	LOX IMVI	SK-MEL-5
Cc1cc(C)c(SSc2nnnn2-c2ccccc2)c(C)c1	106.1	102.2	107.4	105.0	109.2	102.0	100.2	103.0
C=C(C)[C@@H]1CC=C2c3sc(Nc4ccccc4C(F)(F)F)nc3C[C@@H](C)[C@]2(C)C1	76.3	95.6	100.7	98.7	92.5	99.3	91.8	93.2
CC1=Nc2ccc([N+](=O)[O-])cc2N=C(C)C1	93.9	/	104.1	100.5	98.1	99.7	97.0	104.6
CC[C@H](Nc1ncnc(N)c1C(N)=O)c1nc2cccc(NCc3ccc(C(=O)NO)cc3)c2c(=O)n1-c1ccccc1	63.3	63.4	69.2	81.8	82.8	67.2	103.2	87.9

Further compounds follow:
SMILES	UACC-62	UACC-257	SK-MEL-28	MDA-MB-435	SK-MEL-2	MALME-3M	LOX IMVI	SK-MEL-5
O=C1CCC(=O)NN1	103.1	102.6	113.5	104.4	116.8	105.9	97.4	105.1
CCCC(=O)CC(C)(C)C	99.0	69.8	102.8	103.1	100.5	81.7	62.3	100.5
O=c1c2ccccc2n(-c2ccccc2)c2cc(Cl)ccc12	78.4	96.8	119.5	108.7	101.6	109.2	99.3	96.8
O=S(=O)(c1ccccc1)N1CCCCC1CCc1ccccc1 (configuration not stated)	62.2	87.4	111.2	106.6	88.3	103.6	87.7	74.2
CC(=O)C(Cc1ccc(Cl)cc1)c1ccccc1 (configuration not stated)	102.9	/	110.2	99.2	107.5	108.7	97.6	97.5
COc1ccc(NC(=S)SCCC(=O)O)cc1	96.5	87.2	115.3	95.4	124.5	131.4	91.6	109.2
COc1cc(/C=C2\CCC/C(=C\c3cc(CN4CCCC4)c(O)c(OC)c3)C2=O)cc(CN2CCCC2)c1O	88.6	86.6	92.2	8.9*	82.6	81.6	9.9*	71.1
O=C1OC2(OC(=O)C3C=CC=CC3N2c2ccccc2)c2ccccc21 (configuration not stated)	/	96.9	99.0	96.6	92.5	95.7	94.8	94.9
CCCC(C)CC(C(=O)OCC)C(=O)OCC (configuration not stated)	105.9	104.2	109.2	97.9	118.5	102.8	100.2	98.3
COc1ccc(Cc2ncc(-c3ccc(N)cc3)o2)cc1OC	90.3	101.2	117.3	95.6	94.8	105.0	87.9	82.3

Rewritten with values under each structure: entries from further up
The line under a structure holds: UACC-62 | UACC-257 | SK-MEL-28 | MDA-MB-435 | SK-MEL-2 | MALME-3M | LOX IMVI | SK-MEL-5
> CCCC(=O)CC(C)(C)C
  99.0 | 69.8 | 102.8 | 103.1 | 100.5 | 81.7 | 62.3 | 100.5
> Oc1cccc2ccc(-c3nnc(SCc4ccc(O)c5ncccc45)o3)nc12
  9.4* | 0.0* | 35.2 | 12.0 | 8.2* | -3.3* | 8.8* | -63.7*
> CC1=Nc2ccccc2N=C(C)C1
  91.6 | 101.8 | 119.1 | 111.2 | 120.7 | 103.3 | 105.1 | 105.0
> CC1=Nc2ccc([N+](=O)[O-])cc2N=C(C)C1
  93.9 | / | 104.1 | 100.5 | 98.1 | 99.7 | 97.0 | 104.6

(listing goes on)
SMILES	UACC-62	UACC-257	SK-MEL-28	MDA-MB-435	SK-MEL-2	MALME-3M	LOX IMVI	SK-MEL-5
COc1cc(/C=C2\Oc3cc(OCCCN4CCCC4)ccc3C2=O)cc(OC)c1	71.1	81.4	73.5	78.9	107.8	93.0	-78.0*	/
COc1cc2oc(-c3cccc(NC(=O)[C@@H](CO)NC(=O)OC(C)(C)C)c3)cc(=O)c2c(OC)c1OC	91.3	119.5	120.7	109.1	108.8	102.9	104.0	92.7
O=C1/C(=C/c2ccc(OCCCCCCOc3cccc(Cl)c3)cc2)N=C2SCCCN12	81.0	99.4	49.0	106.7	87.0	106.4	92.5	87.7
NS(=O)(=O)c1ccc(C(=O)NN2C(=O)c3ccccc3C2=O)cc1	101.6	110.2	112.8	103.2	116.3	109.1	102.8	103.3
O=C1O[C@H](C(O)CO)C(O)=C1O (some centres not stated)	118.7	88.9	128.3	111.5	112.4	100.2	102.0	105.1
COc1cc(NC(=O)COc2ccccc2)c(C(N)=O)cc1OC	51.9	51.3	70.1	-77.5*	9.9*	/	59.1	/
CS(=O)(=O)c1cccc(-c2c(-c3cccc(OS(N)(=O)=O)c3)nc3sccn23)c1	94.0	106.2	112.3	102.1	116.6	102.0	95.6	96.6
O=C1CC(c2nc3ccccc3[nH]2)CN1c1ccc(Cl)cc1 (configuration not stated)	95.7	121.0	99.9	102.9	101.2	92.6	93.0	97.2
Cc1ccc(C(=O)NC2CCCCC2)cc1	/	92.2	102.9	104.6	90.7	112.1	102.8	103.9
COc1nc2ccc(OC(C)C)cc2cc1-c1nc2c(cnn2-c2ccc(Br)cc2)c(=O)[nH]1	89.5	81.2	101.8	94.2	90.3	124.8	95.8	103.5
NS(=O)(=O)c1cc([N+](=O)[O-])ccc1Cl	100.9	93.7	110.8	114.2	104.4	90.7	102.0	102.3
COc1ccc(/C=c2/nc3n(-c4ccccc4)c4nc5c(n4n-3c2=O)C(=N)C(=S)N5)cc1	95.3	93.1	108.9	107.2	109.0	100.1	97.8	97.0
C=CCCCOC1[C@H](OCc2ccccc2)C(OCc2ccccc2)C(OC)O[C@@H]1CNC(=O)c1cccc(-c2ccccc2)c1 (some centres not stated)	60.3	100.4	98.1	93.3	/	101.4	78.2	51.0
CN(NS(=O)(=O)c1ccccc1)C(=O)c1ccccc1	97.1	103.9	108.6	114.0	102.0	148.8	102.6	107.8
COc1cc(-c2nn(-c3ccc(Br)cc3)cc2C(=O)O)ccc1O	109.3	107.3	118.6	97.0	83.1	110.5	101.8	/
COc1ccc(Nc2nc(N)nc(N)c2N)cc1	96.4	100.2	115.8	102.9	113.4	107.9	97.2	103.6
CCN(CCO)CC(O)Cn1cnc2c(N)ncnc21 (configuration not stated)	105.5	95.8	118.2	100.6	113.1	100.7	108.9	106.3
O=[N+]([O-])CC1=CCCCC1	105.3	91.6	120.9	110.2	87.2	132.8	98.5	100.1
COc1ccc(C(=O)C/C(=C/c2ccc(-c3ccc(Cl)cc3)o2)C(=O)NCc2ccccc2)cc1	101.5	91.6	102.6	93.8	94.9	103.6	86.1	86.6
Oc1ccc(O)c(-c2ccccc2)c1	71.3	88.4	77.4	81.8	72.5	84.6	49.3	42.9
N#CCCN1CCN(CCC#N)CC1	105.2	98.2	104.1	112.2	103.5	/	94.0	105.5
Cc1ccc(-n2cc(/C=C/C(=O)c3ccc(O)cc3)c(-c3ccc(S(C)(=O)=O)cc3)n2)cc1	59.6	93.5	82.3	1.8*	100.9	44.9	41.9	61.7
O=c1c2c3c(sc2[nH]c(=S)n1-c1ccc(S(=O)(=O)Nc2ccc(Cl)nn2)cc1)CCCC3	83.4	104.9	104.1	104.4	96.2	97.0	94.3	91.7
COc1cccc(C2(Cc3cccc(Cl)c3)C(=O)Nc3cccc(Cl)c32)c1 (configuration not stated)	65.2	91.4	96.9	81.0	89.5	87.7	75.1	98.5
C/C(=C\C(=O)c1cccc([N+](=O)[O-])c1)c1cccc([N+](=O)[O-])c1	77.6	93.2	94.6	90.4	93.7	90.8	90.0	88.7
CCC/C=C/C=N/NC(=S)NCc1ccccc1	77.4	69.1	107.3	103.0	/	113.9	89.1	96.1
